PAFAH1B2 inh: PAFAH1B2 (human) inhibition; P68402; hit rate 1.2% among 340,000; AID 492953; recombinant PAFAH1B2, FP-rhodamine activity probe, fluorescence polarization; inhibition, % at 3.39 µM;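 active means inhibition above the mean of all tested compounds plus 3 SD, cut at about 24% in these data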;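 further: 0% = enzyme with DMSO and 100% = wells lacking PAFAH1B2; many of its hits are not listed in these tables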
Target sequence (P68402 whole entry, looked up): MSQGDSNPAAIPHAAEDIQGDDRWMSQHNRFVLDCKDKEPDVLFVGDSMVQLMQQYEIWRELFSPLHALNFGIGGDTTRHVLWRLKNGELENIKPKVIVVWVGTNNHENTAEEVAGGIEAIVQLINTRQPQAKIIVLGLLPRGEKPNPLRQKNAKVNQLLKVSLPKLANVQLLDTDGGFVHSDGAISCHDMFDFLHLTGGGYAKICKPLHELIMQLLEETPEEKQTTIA
PAD4 inh: blocks human protein arginine deiminase 4 | Q9UM07 | recombinant PAD4, RCA probe fluorescence polarization | inhibition, % at 6.36 µM | hit rate 0.41% among 330,000 | AID 485272;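 active means percent inhibition above a cutoff equal to the mean of all tested compounds plus 3 SD, cut at about 15% in these data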;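 further: 0% = PAD4 with RCA probe and DMSO and 100% = probe without PAD4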
LYPLA2 counter: counter-screen for PME1 inhibitors: inhibitors of human LYPLA2. AID 2177. recombinant LYPLA2, FP-Rh probe fluorescence polarization. hit rate 0.38% among 320,000. inhibition, % at 5.9 µM;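 active means inhibition above the screen-wide mean plus 3 SD, limit set per campaign, cut at about 26% in these data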;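 further: 0% = LYPLA2 with DMSO and 100% = wells lacking LYPLA2 enzyme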
Target sequence (O95372 whole entry, looked up): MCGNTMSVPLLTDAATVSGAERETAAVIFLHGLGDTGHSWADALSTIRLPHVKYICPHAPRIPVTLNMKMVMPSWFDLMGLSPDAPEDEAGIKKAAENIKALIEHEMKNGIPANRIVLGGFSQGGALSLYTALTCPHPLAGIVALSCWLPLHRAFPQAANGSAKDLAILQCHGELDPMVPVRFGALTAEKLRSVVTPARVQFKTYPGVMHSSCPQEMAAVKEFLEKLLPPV
PAFAH2 inh: PAFAH2 (human) inhibition | Q99487 | recombinant PAFAH2, FP-rhodamine activity probe, fluorescence polarization | hit rate 0.99% among 340,000 | inhibition, % at 3.39 µM | AID 492956;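 active means inhibition above the mean over all tested compounds plus 3 SD, cut at about 30% in these data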;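 further: inhibitors block probe labeling of enzyme so polarization drops; 0% = enzyme with DMSO and 100% = wells lacking PAFAH2 protein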
GSTO1 counter: GSTO1 inhibition, counter-screen for RBBP9 inhibitors; P78417; recombinant GSTO1, activity-based probe fluorescence polarization; inhibition, % at 5.96 µM; hit rate 1.1% among 300,000;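 active means inhibition above the campaign mean inhibition plus 3 SD, cut at about 35% in these data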;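 further: 0% = GSTO1-1 with DMSO and 100% = wells lacking GSTO1-1 enzyme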
Target sequence (P78417 whole entry, looked up): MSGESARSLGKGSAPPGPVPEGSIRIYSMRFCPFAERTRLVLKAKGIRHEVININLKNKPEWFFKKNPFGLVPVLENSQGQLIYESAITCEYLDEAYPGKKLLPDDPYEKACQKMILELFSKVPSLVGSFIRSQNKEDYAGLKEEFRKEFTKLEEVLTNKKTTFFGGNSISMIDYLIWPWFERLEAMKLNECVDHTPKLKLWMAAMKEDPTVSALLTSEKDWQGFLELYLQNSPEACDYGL
pPAFAH inh: pPAFAH (human) enzyme inhibition. AID 463082. hit rate 1.5% among 330,000. recombinant pPAFAH, FP-rhodamine probe fluorescence polarization. inhibition, % at 3.39 µM;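 active means inhibition above the mean inhibition across the screen plus 3 SD, cut at about 25% in these data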;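 further: inhibitors block binding of the rhodamine activity-based probe so polarization drops; 0% = enzyme with DMSO and 100% = wells lacking pPAFAH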
LYPLA1 inh: LYPLA1 (human) inhibition in PME1 counter-screen | inhibition, % at 5.9 µM | recombinant LYPLA1, FP-Rh probe fluorescence polarization | hit rate 0.16% among 320,000 | O75608;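 active means inhibition above the mean of all tested compounds plus 3 SD, set per campaign, cut at about 14% in these data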;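 further: inhibitors block serine hydrolase probe labeling of LYPLA1 so polarization falls; 0% = enzyme with DMSO and 100% = wells lacking LYPLA1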
PAFAH1B3 inh: PAFAH1B3 (human) inhibition | hit rate 0.28% among 340,000 | inhibition, % at 3.39 µM | recombinant PAFAH1B3, FP-rhodamine probe, fluorescence polarization | Q15102;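 active means inhibition above the screen-wide average of all tested compounds plus 3 SD, cut at about 25% in these data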;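 further: 0% = enzyme with DMSO only and 100% = wells lacking PAFAH1B3 protein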
Target sequence (Q15102 whole entry, looked up): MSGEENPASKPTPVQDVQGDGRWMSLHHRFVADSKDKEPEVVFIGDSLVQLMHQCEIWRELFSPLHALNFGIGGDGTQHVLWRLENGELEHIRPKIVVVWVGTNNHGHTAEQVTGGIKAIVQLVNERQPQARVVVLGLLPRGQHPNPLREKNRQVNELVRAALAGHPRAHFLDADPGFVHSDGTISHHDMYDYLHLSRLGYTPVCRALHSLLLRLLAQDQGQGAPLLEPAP
PREPL inhibitor: inhibits the human prolyl oligopeptidase-like enzyme. recombinant PREPL, fluorescence polarization activity-based probe. Q4J6C6. AID 2751. hit rate 0.68% among 320,000. inhibition, % at 5.96 µM; in the data active means inhibition above about 43%;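 further: 0% = enzyme with DMSO and 100% = wells lacking enzyme; many of its hits are not listed in these tables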
Active calls of the source: *; . = not tested or not shown. Some of the compounds tested; rates above refer to the full screens.

SMILES	PAFAH1B2 inh	PAD4 inh	LYPLA2 counter	PAFAH2 inh	GSTO1 counter	pPAFAH inh	LYPLA1 inh	PAFAH1B3 inh	PREPL inhibitor
CCc1ccccc1NCc1cc(=O)oc2cc(C)ccc12	0	-6	-5	-4	8	0	0	2	12
COc1cc(C)c(C)cc1S(=O)(=O)n1c(C)nc2ccccc21	-3	-3	5	0	4	5	3	4	-6
Cc1nc(-c2cccc(NS(=O)(=O)c3ccc4ccccc4c3)c2)cs1	5	-1	-19	-18	-11	-2	-18	-10	-73
COc1ccc([N+](=O)[O-])cc1NC(=O)CCN1CCN(CCO)CC1	-2	0	2	0	-1	-2	2	1	3
COC(=O)/C(=N/Nc1ccccc1OC)N1CCCc2ccccc21	4	2	-7	9	-15	2	-4	5	5
O=C(O)C1C(c2ccccc2)C(C(=O)OCc2ccco2)C1c1ccccc1 (stereo unspecified)	20	-4	3	2	3	4	1	-1	5
CCOC(=O)CNC(=O)c1cccnc1	-1	4	4	-2	7	3	3	-3	1
Cc1ccc(N(CN2C(=O)NC(C)(C)C2=O)CN2C(=O)NC(C)(C)C2=O)cc1	-5	1	6	4	5	1	1	3	4
CC1(C)Cc2c(sc(NC(=O)C(=O)N3CCOCC3)c2C(N)=O)CO1	3	-8	7	-4	5	-1	1	7	20
COc1ccc(C(=O)NNC(=O)C2CCCO2)cc1 (stereo unspecified)	5	2	4	-4	-2	2	3	-3	5
COc1ccc(CC(=O)NNC(=O)c2cc(C)[nH]n2)cc1	9	-6	2	0	4	4	4	4	-3
C[C@H](CO)N1C[C@H](C)[C@@H](CN(C)Cc2ccc(C(=O)O)cc2)Oc2ccc(NS(C)(=O)=O)cc2C1=O	-2	-2	.	2	.	-3	.	8	18
COc1ccccc1CNC(=O)C1CCN(S(=O)(=O)c2ccc3c(c2)NC(=O)CO3)CC1	7	-4	-3	-34	3	1	-2	4	7
CCOC(=O)c1cnn(CCOC(=O)c2ccc(F)cc2)c1NC(=O)c1ccc(F)cc1	-2	-3	2	-2	-1	1	1	-1	-2
O=C(CN(C(=O)CNC(=O)c1cccs1)c1cccc(F)c1)NC1CCCC1	-1	-2	0	3	3	-2	0	-15	-4
Nn1c(SCC(=O)Nc2ccc(N3CCOCC3)cc2)nnc1-c1cccc(F)c1	2	0	1	5	.	1	-2	8	7
O=C(Nc1ccccc1Cl)N1CCCN(c2nc(-c3ccccc3)ns2)CC1	6	4	-6	-12	-10	1	-2	8	-6
COC(=O)CNC(=O)c1ccccc1	1	1	-1	-3	18	1	2	2	3
C[C@H]1CN=C2N(CCNC(=O)CCC3CCCCC3)[C@H](Cc3ccc(O)cc3)CN21	4	-2	-3	-3	5	3	0	2	5
COc1cccc(CC(=O)OC(C)C(=O)NCc2ccc3c(c2)OCO3)c1 (stereo unspecified)	5	-2	1	-3	4	4	1	0	-6

7 entries from above, sorted by the value under PAD4 inh, lowest first.
smiles	PAD4 inh
COc1ccc(CC(=O)NNC(=O)c2cc(C)[nH]n2)cc1	-6
COc1ccccc1CNC(=O)C1CCN(S(=O)(=O)c2ccc3c(c2)NC(=O)CO3)CC1	-4
CCOC(=O)c1cnn(CCOC(=O)c2ccc(F)cc2)c1NC(=O)c1ccc(F)cc1	-3
Cc1nc(-c2cccc(NS(=O)(=O)c3ccc4ccccc4c3)c2)cs1	-1
COC(=O)CNC(=O)c1ccccc1	1
COc1ccc(C(=O)NNC(=O)C2CCCO2)cc1 (stereo unspecified)	2
CCOC(=O)CNC(=O)c1cccnc1	4

Other structures
SMILES	PAFAH1B2 inh	PAD4 inh	LYPLA2 counter	PAFAH2 inh	GSTO1 counter	pPAFAH inh	LYPLA1 inh	PAFAH1B3 inh	PREPL inhibitor
O=C(N/N=C/c1ccc(F)cc1)c1cccc(NC(=O)c2ccccc2Cl)c1	3	0	-20	-24	-1	-3	-16	1	-2
Brc1ccccc1-n1nnc(-c2cnc3ccccc3c2)n1	-3	-1	16	-3	0	9	-3	10	11
O=C(NCC1CCCO1)c1ccc(COc2ccccc2)o1 (stereo unspecified)	7	0	2	1	13	0	2	7	3
CN(C(=O)COC(=O)CSc1ccc(C(N)=O)cc1[N+](=O)[O-])C1CCS(=O)(=O)C1 (stereo unspecified)	2	-1	-4	6	1	6	-1	4	-2
O=C(CC1Sc2ccccc2NC1=O)c1ccc(Br)cc1 (stereo unspecified)	2	2	1	-6	-1	-3	2	0	-20
O=C(NC(Cc1ccc(F)cc1)C(=O)O)c1ccccc1 (stereo unspecified)	1	0	-2	6	-1	3	0	3	7
Cn1cc(C(=O)NC2CCCCC2)c(=O)c2cc(S(=O)(=O)N3CCCC3)ccc21	3	1	0	1	-1	0	2	4	7
Fc1ccc(COc2ccc(-c3nnco3)cc2)c(Cl)c1	9	-1	1	5	4	4	0	4	18
CCOC(=O)C1C(C)=CC(=O)CC1c1ccco1 (stereo unspecified)	3	-3	1	3	10	6	-7	3	-3
CCOC(=O)c1cc(C#N)c(N2CCN(C)CC2)nc1-c1ccccc1	7	-3	1	7	4	4	-2	11	-1
O=C(Nc1ccc(S(=O)(=O)N2CCOCC2)cc1)c1cccs1	5	5	3	0	10	-8	-2	8	-9
CCOc1ccccc1NC(=O)Cn1nnc(C(=O)NCCc2ccc(OC)c(OC)c2)c1N	2	-3	2	-4	5	-3	-4	11	5
COc1cccc(NC(=O)CN(C)C(=O)c2cn(-c3ccccc3)nc2-c2cccs2)c1	-4	0	-8	5	-4	0	-9	-7	-4
C[C@H](NC(=O)NCCc1ccccc1)C(=O)O	9	0	-4	0	-2	-4	-3	7	8
O=[N+]([O-])c1cc(C(F)(F)F)ccc1NCCCN1CCOCC1	3	-1	8	-2	11	6	0	7	13
O=C(/C=C/Nc1ccc(F)cc1F)c1ccco1	0	-2	-10	3	-5	7	-2	11	0
COCCOC(=O)C1=C(C)NC2=C(C(=O)CCC2)C1c1cc2c(cc1Br)OCO2 (stereo unspecified)	1	7	-3	12	-3	5	0	11	4
CN(C)c1ccc(/C=C/C=N/Nc2nc(N3CCOCC3)nc(N3CCOCC3)n2)cc1	3	-2	1	4	6	6	-5	-2	3
CCN(CC)S(=O)(=O)c1ccc(NC(=O)C2c3ccccc3Oc3ccccc32)cc1	-29	-6	-61	-50	-27	-29	-34	-57	-21
COc1ccc(OC)c(NC(=O)CSC2=C(C#N)C(c3ccco3)C3=C(CCCC3=O)N2)c1 (stereo unspecified)	7	-2	9	1	10	9	-2	3	9
Cn1ncc(Br)c1C(=O)N1CCN(C(=O)c2ccco2)CC1	1	3	3	-4	6	3	1	4	1
CC(C)(C)NC(=O)CN(C(=O)C(=O)Nc1ccc2c(c1)OCCO2)C(C)(C)C	6	2	-4	-5	15	0	0	2	-2
CCn1c(SCc2nc3ccccc3[nH]2)nnc1-c1ccc(OC)cc1	0	2	0	1	0	-3	-2	-6	14
Cc1nc(NC(=O)CN2CCOCC2)sc1C(=O)N(C)C	1	0	-3	4	9	-1	-2	5	13
CCc1ccc(CNc2ccc3c(c2)ncn3CC)cc1	3	3	11	6	4	6	4	1	32
COc1ccc(Cl)cc1NC(=O)CCN1CCOCC1	6	4	0	-5	0	7	-2	10	7
CCOC(=O)c1ccc(N2C(=O)C3ON(c4ccccc4)C(c4ccco4)C3C2=O)cc1 (stereo unspecified)	-3	-1	4	0	4	4	2	-4	8
CC(Sc1nnc(-c2cccnc2)n1-c1ccccc1)C(=O)NCc1ccc2c(c1)OCO2 (stereo unspecified)	7	4	1	4	4	1	-1	-1	6
Nc1nc(SCC(=O)Nc2ccccc2Sc2ccccc2)n[nH]1	5	4	-6	8	2	0	0	-3	-2
O=C(Nc1ccc2nc3n(c(=O)c2c1)CCCCC3)c1ccccc1[N+](=O)[O-]	7	-2	2	2	-3	0	6	1	2
CCc1nc2ccccc2c(C(=O)Oc2ccc(C(=O)OC)cc2)c1C	0	-2	-5	7	0	1	-4	1	4
CCOc1cc(/C=N/NC(=O)c2nn(C)cc2Br)ccc1OCc1ccccc1	5	-5	-5	1	-2	-2	-3	2	28
NC(=S)Cc1nc(-c2ccc(Cl)cc2)cs1	6	-15	-6	-1	-14	25*	-6	4	1
CCO[C@H]1c2c(ccc3ccc(=O)oc23)OC(C)(C)[C@H]1O	7	1	.	1	.	-1	.	13	2
CCOC(=O)C1CCN(Cc2ccccc2C(F)(F)F)CC1	2	-8	1	-8	1	3	-3	-2	5
COc1ccc(C(C(=O)NCC2CCCO2)N(Cc2ccccc2)C(=O)c2snc(C(N)=O)c2N)cc1OC (stereo unspecified)	5	-4	-6	-4	4	-1	-6	2	-3
O=C(O)/C=C/C(=O)N1CCN(c2ccccc2F)CC1	6	-9	-6	-2	4	5	-3	-6	7
COc1ccccc1NC(=O)CSc1nnc(Cc2ccccc2)o1	6	0	8	-4	1	1	2	7	7
Cc1ccc(Cl)cc1N1CCN(C(=O)Cc2c(C(=O)O)[nH]c3ccccc23)CC1	-1	-6	2	0	18	10	2	8	-7
COc1ccccc1NC(=S)NNC(=O)c1ccncc1	1	-3	-3	-13	-2	-3	-1	-2	9
CC1(C)CC(=O)C2=C(C1)NC1=C(C(=O)c3ccccc31)C2c1ccc(O)cc1 (stereo unspecified)	2	2	4	7	12	11	-1	10	22
CC(CNc1ccc([N+](=O)[O-])cc1)NC(=O)c1ccccc1Br (stereo unspecified)	4	-2	-1	5	1	0	2	9	5
COc1cccc(CNS(=O)(=O)c2c(C)nc3sccn3c2=O)c1	0	2	-1	1	0	4	-1	-7	-3

In another format: results already given.
SMILES,PAFAH1B2 inh,PAD4 inh,LYPLA2 counter,PAFAH2 inh,GSTO1 counter,pPAFAH inh,LYPLA1 inh,PAFAH1B3 inh,PREPL inhibitor
COc1ccc(C(C(=O)NCC2CCCO2)N(Cc2ccccc2)C(=O)c2snc(C(N)=O)c2N)cc1OC (stereo unspecified),5,-4,-6,-4,4,-1,-6,2,-3
COc1ccc([N+](=O)[O-])cc1NC(=O)CCN1CCN(CCO)CC1,-2,0,2,0,-1,-2,2,1,3
O=C(CC1Sc2ccccc2NC1=O)c1ccc(Br)cc1 (stereo unspecified),2,2,1,-6,-1,-3,2,0,-20

Bioassay records: PubChem BioAssay, The Scripps Research Institute Molecular Screening Center
